PglD DTNB: inhibitors of Campylobacter jejuni PglD acetyltransferase. purified PglD enzyme, DTNB colorimetric CoA detection. inhibition, % at 12.5 µM. actives 0.098% (n = 360,000). AID 602405; in the data active means inhibition above about 16%, passing the limit was not always enough; further: strong numbers were not always called active
ARNT-TACC3 inh: ARNT/TACC3 interaction disruption. AID 623870. actives 0.66% (n = 390,000). AlphaScreen His-ARNT PAS-B/GST-TACC3 binding, luminescence; TACC3 fragment carries E629A point mutation. inhibition, % at 9.99 µM. Q9Y6A5;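 active means mean inhibition of replicates at least 50% and at least half of replicates each reaching 50%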;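 further: 0% = complete ARNT plus TACC3 wells and 100% = ARNT alone without TACC3; many hits fall short of the cut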
RAD54 inh: inhibitors of human RAD54 branch migration. Q92698. RAD54 Holliday junction branch migration, FAM/BHQ fluorescence. inhibition, % at 10.4 µM. actives 0.14% (n = 360,000). AID 602329;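 active means mean normalized replicate activity at least 40 and at least half of replicates scoring 40 or more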;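 further: 0% = median of neutral control wells and 100% = median of positive control wells; inhibitors cause a drop in the FAM fluorescence signal; in these data hits start at about 50%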
CASP6 VEID inh: caspase-6 (human) enzyme inhibition. actives 0.53% (n = 350,000). purified caspase-6, Z-VEID-R110 cleavage fluorescence. inhibition, % at 12.5 µM. P55212;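 active means mean inhibition across replicates at least about 35%, with every replicate also reaching that limit, limit read from the data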;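 further: 0% = median of neutral control wells and 100% = no fluorescence left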
Target sequence (P55212 24-179 limits assumed): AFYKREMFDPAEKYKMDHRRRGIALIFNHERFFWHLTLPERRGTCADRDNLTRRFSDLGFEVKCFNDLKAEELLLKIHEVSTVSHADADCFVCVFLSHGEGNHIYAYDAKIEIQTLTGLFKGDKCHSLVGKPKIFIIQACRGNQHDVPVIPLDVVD
Target sequence (P55212 194-293 limits assumed): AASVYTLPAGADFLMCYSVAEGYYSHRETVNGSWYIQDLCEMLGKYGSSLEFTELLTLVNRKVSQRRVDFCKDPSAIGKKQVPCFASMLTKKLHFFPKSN
esBAF inh: SWI/SNF esBAF complex inhibition | reporter increase, % at 12.5 µM | mouse ES cells, Bmi1-luciferase knock-in reporter, 24 h; 100% = twice the neutral-well signal | actives 2% (n = 350,000); in the data active means activation above about 40%;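 further: 0% = median of the plate's neutral control wells and 100% = double that signal; a rise in the Bmi1 reporter signal indicates esBAF inhibition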
RAD52 anneal inh: RAD52 (human) annealing inhibition. P43351. recombinant RAD52 DNA annealing, FRET fluorescence. inhibition, % at 18.7 µM. actives 0.46% (n = 360,000). AID 651710;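 active means every replicate showing at least 50% inhibition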
Target sequence (P43351 whole entry, looked up): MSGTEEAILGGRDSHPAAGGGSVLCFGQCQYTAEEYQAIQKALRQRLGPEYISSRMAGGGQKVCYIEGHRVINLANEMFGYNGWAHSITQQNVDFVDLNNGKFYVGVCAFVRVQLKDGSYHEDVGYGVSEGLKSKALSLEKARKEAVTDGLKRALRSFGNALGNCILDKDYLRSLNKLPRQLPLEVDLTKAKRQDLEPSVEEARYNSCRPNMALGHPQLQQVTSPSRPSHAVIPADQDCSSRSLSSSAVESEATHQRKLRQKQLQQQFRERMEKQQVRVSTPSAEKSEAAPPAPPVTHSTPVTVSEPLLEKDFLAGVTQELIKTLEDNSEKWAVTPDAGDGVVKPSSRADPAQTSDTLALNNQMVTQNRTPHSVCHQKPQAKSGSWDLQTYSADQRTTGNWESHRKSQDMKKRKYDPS
ERp5 inh: ERp5 (human) disulfide isomerase inhibition; Q15084; ERp5 insulin aggregation, absorbance 650 nm, 90 min; inhibition, % at 9.99 µM; actives 0.05% (n = 350,000); AID 651711;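 active means mean replicate inhibition above about 25%, with every replicate also reaching it, limit read from the data, passing the limit was not always enough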
E-selectin induc: E-selectin induction on HUVECs | P16581 | HUVEC E-selectin immunofluorescence imaging; normalized: neutral wells 0, TNF-alpha wells 100 | activation, % at 7.58 µM | actives 0.37% (n = 260,000) | AID 686992;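 active means mean E-selectin-positive cell signal at least 10% of the positive control, reached in at least 60% of replicates, without over 20% cell loss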;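 further: in these data hits start at about 27%; measured in HUVEC primary endothelial cells; signal is the percent of cells scored E-selectin positive by PE staining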
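System: HUVEC / Compound: single concentration / Signal: immunofluorescence imaging / Read-out: percent E-selectin-positive cells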
The depositor's hits bear a star; i = inactive; . = not tested or not shown; & = joins results of further samples. An unsorted share of the library; 3.2% or so of the library scored in one or more.

compound | PglD DTNB | ARNT-TACC3 inh | RAD54 inh | CASP6 VEID inh | esBAF inh | RAD52 anneal inh | ERp5 inh | E-selectin induc
Cn1ncc([N+](=O)[O-])c1C(=O)Nc1cccc2ccccc12 | -2 | 1 | 2 | -3 | -6 | -18 | 0 | .
CCC(=O)N[C@@H]1CC[C@H](CCn2cc(CN(C)C)nn2)O[C@@H]1CO | 0 | 12 | -3 | -2 | -4 | -1 | -2 | -0.7
NC1(CO)COC(c2ccccc2)OC1 (stereo not given) | -1 | . | -7 | 2 | 5 | -17 | 0 | -0.4
Cc1cccc(NC(=O)Cn2c(=O)n3nc(CCn4nc(C)cc4C)nc3c3ccccc32)c1 | -5 | 0 | -4 | . | -1 | . | . | .
CCOC(=O)C(=CNNc1c(C)csc1C(=O)OC)C(=O)OCC | . | -11 | . | 2 | . | -8 | 1 | 0.1
O=C1CCc2cc(S(=O)(=O)NC(Cc3ccccc3)C(=O)NC3CCCCC3)ccc2N1 (stereo not given) | -4 | -6 | -16 | 1 | -2 | -11 | -5 | .
COc1ccc(NC(=O)Nc2ccc(O)c3ccccc23)cc1 | . | . | . | 25 | . | -4 | -7 | 1.1
Cc1[nH]nc2c1C(c1ccccc1)C1=C(CC(C)(C)CC1=O)N2 (stereo not given) | -4 | i | -8 | . | 1 | . | . | .
CCC(=O)N=c1sc2cc(F)cc(F)c2n1C | 5 | -1 | -10 | 0 | 37 | -12 | 13 | 0.0
O=C(O)CC/C(=N/NC(=O)c1ccc(-c2ccccc2)cc1)c1ccccc1 | 3 | -4 | -2 | 1 | 1 | -7 | 4 | -0.4

Complete entries from above:
`Cc1cccc(NC(=O)Cn2c(=O)n3nc(CCn4nc(C)cc4C)nc3c3ccccc32)c1` reads PglD DTNB = -5; ARNT-TACC3 inh = 0; RAD54 inh = -4; CASP6 VEID inh = .; esBAF inh = -1; RAD52 anneal inh = .; ERp5 inh = .; E-selectin induc = .
`Cn1ncc([N+](=O)[O-])c1C(=O)Nc1cccc2ccccc12` reads PglD DTNB = -2; ARNT-TACC3 inh = 1; RAD54 inh = 2; CASP6 VEID inh = -3; esBAF inh = -6; RAD52 anneal inh = -18; ERp5 inh = 0; E-selectin induc = .
`COc1ccc(NC(=O)Nc2ccc(O)c3ccccc23)cc1` reads PglD DTNB = .; ARNT-TACC3 inh = .; RAD54 inh = .; CASP6 VEID inh = 25; esBAF inh = .; RAD52 anneal inh = -4; ERp5 inh = -7; E-selectin induc = 1.1

Further entries follow.
compound | PglD DTNB | ARNT-TACC3 inh | RAD54 inh | CASP6 VEID inh | esBAF inh | RAD52 anneal inh | ERp5 inh | E-selectin induc
C=CCSc1nc2c(N)ncnc2n1C1OC(CO)C(O)C1O (stereo not given) | 3 | . | -5 | 0 | -2 | 2 | 2 | 0.0
Cc1cc(=O)[nH]c2nnc(-c3ccc(Br)cc3)n12 | 4 | 2 | -6 | -2 | 5 | -14 | 2 | .
O=C(c1ccc(F)cc1)N1CCN(C(=O)c2cccnc2)CC1 | 1 | 3 | 0 | . | -8 | . | . | .
COc1ccc(C(=O)C(C)OC(=O)c2nc3nccc(C)n3n2)cc1 (stereo not given) | 3 | -4 | 5 | 91* | 12 | -12 | -5 | .
O=C(Cn1cc(C(F)(F)F)ccc1=O)Nc1ccc2c(c1)OCO2 | -1 | . | -4 | -2 | -8 | -1 | -1 | 0.5
Cn1nc(-c2ccc3c(c2)OCCO3)c2ccccc2c1=O | -7 | -6 | 4 | 0 | -10 | -14 | 3 | .
Cc1ccc(C)c(CC(=O)N2CCCC(c3cc(C(=O)Nc4ccc5c(c4)OCO5)no3)C2)c1 (stereo not given) | 2 | . | 13 | 1 | 3 | -10 | 5 | 0.0
Cc1ccc(OCC(=O)NC2CCCC(C)C2C)c([N+](=O)[O-])n1 (stereo not given) | -1 | 2 | -3 | 0 | 23 | -10 | 3 | .
CC(Oc1ccc(Cl)cc1Cl)C(=O)NCc1ccncc1 (stereo not given) | 2 | 2 | -2 | . | -1 | . | . | .
CO[C@H]1CN(C)C(=O)c2ccc(NS(C)(=O)=O)cc2OC[C@@H](C)N(CCC(F)(F)F)C[C@H]1C | -1 | 28 | -3 | 1 | -1 | 2 | 1 | -0.1
C[C@H](CO)N1C[C@H](C)[C@H](CN(C)S(=O)(=O)c2cccs2)Oc2ncc(Br)cc2C1=O | 4 | 3 | -2 | 5&1 | 1 | -14&-4 | 5&-7 | 6.1&-0.7
Cc1ccc(-c2nnnn2-c2ccccc2C(=O)O)cc1 | -2 | -4 | 9 | 3 | 0 | -11 | -1 | 2.5
C(#Cc1ccccc1)CN1CCCCC1 | . | -2 | . | 2 | . | -7 | -1 | .
COc1ccc(S(=O)(=O)N(C)C[C@@H]2Oc3ccc(NS(=O)(=O)c4ccc(Cl)cc4)cc3C(=O)N([C@@H](C)CO)C[C@H]2C)cc1 | 1 | -8 | 1 | -5 | -1 | -9 | 0 | -0.8
O=C(COC(=O)c1ccc(Cl)nc1)Nc1ccc2c(c1)OCCO2 | 2 | 3 | 8 | 0 | -4 | -14 | . | -2.0
CC(=O)N1[C@H](CO)[C@H](c2ccc(C#CC3CCCCC3)cc2)[C@H]1CNCC(C)C | . | . | . | 0 | . | -10 | 3 | 0.1
O=C(NCC[C@H]1CC[C@H](NC(=O)c2ccc3c(c2)OCO3)[C@@H](CO)O1)Nc1cc(F)ccc1F | 1 | -20 | 4 | -3 | 4 | -13 | -4 | 0.0
CC(C)NC(=O)Nc1ccc2c(c1)C(=O)N([C@@H](C)CO)C[C@@H](C)[C@@H](CN(C)C(=O)NC1CCCCC1)O2 | 13 | -8 | 4 | 5 | -5 | 12 | 2 | -0.1
COc1cccc(C#Cc2ccc3c(c2)O[C@@H](CN(C)S(=O)(=O)c2ccccc2F)[C@@H](C)CN([C@@H](C)CO)S3(=O)=O)c1 | -4 | -7 | 2 | -2 | 5 | -38 | 7 | 0.0
Cc1nc(-c2nc(C(=O)NNS(C)(=O)=O)cs2)cs1 | -8 | 2 | 4 | -2 | 0 | -10 | 4 | -0.1
CCOC(=O)c1c(C)n(C)c2cc(-c3ccc(C)cc3)c(O)cc12 | 8 | . | -5 | 1 | -3 | -14 | 4 | .
NC(=O)CCC(NC(=O)OCc1ccccc1)C(=O)OCC(=O)c1ccccc1 (stereo not given) | -1 | . | -9 | -1 | 1 | -10 | 4 | -0.2
C=CCNC(=S)NCC=C | -1 | -3 | -2 | -4 | -14 | -7 | -5 | .
O=C(C[C@H]1CC[C@@H]2[C@H](COC[C@@H](O)CN2C(=O)Cc2ccccc2)O1)NC1CCC1 | -2 | -6 | 2 | -1 | -2 | 12 | 7 | 0.0
CC(C)=CC1C(C(=O)NCCc2ccccc2)C1(C)C (stereo not given) | . | -10 | . | -3 | . | -1 | 0 | .
COc1ccccc1CNC(=O)C(NS(=O)(=O)c1ccc2c(c1)oc(=O)n2C)C(C)C (stereo not given) | -9 | 26 | 5 | 2 | 0 | -18 | 1 | .
COc1ccc(-c2ccc3c(c2)c(Sc2ccccc2)c(-c2ccccc2)n3C)cn1 | . | . | . | -2 | . | -5 | 1 | -0.1
CC(=O)OCc1cc(-c2nc3ccccc3[nH]c2=O)nn1-c1ccc(Cl)cc1 | . | . | . | -6 | . | -12 | 2 | 0.2
CC(C)CC1COC(=O)N1 (stereo not given) | 6 | -5 | -3 | 3 | 10 | 1 | 1 | 0.0
C[C@H](CO)N1C[C@H](C)[C@@H](CN(C)C(=O)Nc2cc(F)ccc2F)Oc2ncc(-c3cccc(F)c3)cc2C1=O | -1&-2&3 | -8&-5 | -8&-1&-9 | 2&0&-2 | -7&5&5 | 0&-1&-8 | 7&-3&2 | -0.7

The closing 3 records of the section before lead into the next.
compound | PglD DTNB | ARNT-TACC3 inh | RAD54 inh | CASP6 VEID inh | esBAF inh | RAD52 anneal inh | ERp5 inh | E-selectin induc
CC(=O)OCc1cc(-c2nc3ccccc3[nH]c2=O)nn1-c1ccc(Cl)cc1 | . | . | . | -6 | . | -12 | 2 | 0.2
CC(C)CC1COC(=O)N1 (stereo not given) | 6 | -5 | -3 | 3 | 10 | 1 | 1 | 0.0
C[C@H](CO)N1C[C@H](C)[C@@H](CN(C)C(=O)Nc2cc(F)ccc2F)Oc2ncc(-c3cccc(F)c3)cc2C1=O | -1&-2&3 | -8&-5 | -8&-1&-9 | 2&0&-2 | -7&5&5 | 0&-1&-8 | 7&-3&2 | -0.7
CCCS(=O)(=O)N1CCC(C(=O)NCCCN2CCCC2=O)CC1 | 0 | -5 | -9 | . | -6 | . | . | .
CCOc1ccc(NC(=O)CS(=O)CC(=O)Nc2cccnc2)cc1 (stereo not given) | 2 | 11 | -28 | 1 | 0 | 8 | -1 | 0.0
C[C@H]1CN([C@@H](C)CO)C(=O)Cc2cc(NC(=O)c3ccncc3)ccc2O[C@H]1CN(C)S(C)(=O)=O | 13 | 5 | -3 | 1 | -6 | 2 | -1 | 13
C[C@H]1CN([C@@H](C)CO)C(=O)c2cc(/C=C/c3ccccc3)cnc2O[C@H]1CN(C)Cc1ccc2c(c1)OCO2 | 0 | 9 | -7 | 1 | -9 | 14 | -3 | 0.3
O=C(C[C@H]1CC[C@@H](NC(=O)c2cccc(F)c2)[C@H](CO)O1)NCc1ccc(Oc2ccccc2)cc1 | 2 | -4 | -11 | 1 | 2 | 3 | 2 | -0.5
CCOC(=O)c1nnn(CC(=O)N2N=C(c3cccc4ccccc34)CC2c2ccccc2)c1C(=O)OCC (stereo not given) | -2 | -1 | -2 | . | -29 | . | . | .
CSc1nc2cc3c(cc2n1C(=O)c1ccc(C)cc1)OCCO3 | 2 | -4 | -2 | . | 4 | . | . | .
COc1ccc(C(=O)NCC(=O)NCC(=O)OCC(=O)C(C)(C)C)cc1 | 2 | -3 | 3 | . | . | . | . | 0.7
CC1CCN(C(=O)c2ncn3c2c(=O)[nH]c2ccccc23)CC1 | 1 | . | -4 | 3 | -2 | -4 | -4 | -0.1
C[C@H]1CN([C@@H](C)CO)C(=O)c2cc(NC(=O)Cc3ccccc3)ccc2O[C@H]1CN(C)Cc1ccccc1 | -1&4 | 0&2 | -2&-7 | 0&3 | -2&6 | -2&-11 | -1&0 | -0.3&-0.2
CC(C)Cn1c(-c2cccc(S(=O)(=O)N3CCOCC3)c2)n[nH]c1=S | 2 | -7 | 14 | -1 | 19 | -10 | . | -1.8
C[C@H](CO)N1C[C@H](C)[C@H](CN(C)C(=O)C2CC2)Oc2cc(-c3ccc(C#N)cc3)ccc2S1(=O)=O | 1 | -6 | -4 | -3 | -6 | 3 | -3 | .
CNC[C@H]1OCCCC[C@H](C)Oc2ccc(NC(=O)Nc3ccccc3)cc2C(=O)N([C@H](C)CO)C[C@H]1C | 2 | 6 | -2 | 0 | 5 | -43 | 6 | 0.1
C[C@H](NC(=O)[C@@H]1CCCN1C(=O)[C@@H]1CCCN1C(=O)c1ccc(Cl)cc1)c1ccccc1 | . | . | . | -5 | . | -13 | 2 | 8.3
CC(C)(C)n1nc(C2CC2)cc1NC(=O)Nc1ccccc1 | . | . | . | -1 | . | -23 | 4 | 0.1
Cc1cc2nc(-c3ccccc3O)[nH]c2cc1C | -5 | 4 | -1 | -4 | 5 | -21 | -3 | -0.3

From PubChem BioAssay
